Compound activity deposited in PubChem by National Center for Advancing Translational Sciences (NCATS).
Coupling enz: counter-screen for Giardia aldolase inhibitors: coupling enzyme system; coupling enzyme system counterscreen, AmpLite Red fluorescence; activity change, negative = inhibition, % at 58.2 µM, hits read low; hit rate 0.67% among 290,000; in the data active = activity change below about -30%; note: % is set by controls: 0 for no effect and ±100 for the full control effect
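Counterscreen of the coupled detection system alone, without aldolase: glyceraldehyde-3-phosphate coupling enzymes plus AmpLite Red readout. Compounds at 57.5 uM final, 10 min RT preincubation, 20 min RT reaction, fluorescence 525/598 nm.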
PKM2 activator: increases activity of human pyruvate kinase M2 | P14618 | purified PKM2, Kinase-Glo ATP luminescence, activation; response scale: 0% is enzyme alone, no compound | Potency, µM (titrated, usually from 57.5 µM), for inactives: at the top dose activation, most hits filed as activators | hit rate 0.34% among 260,000 | AID 1631; note: potency is the fitted concentration of half-maximal effect; % is set by controls: 0 for no effect and ±100 for the full control effect; nearly all actives have a fitted effect of over 55% in size
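Kinase-Glo luminescence reports ATP generated from ADP (0.1 mM) and PEP (0.5 mM) by purified hPK-M2 after 1 h at room temperature, pH 7.2 imidazole buffer; intermediate enzyme activity allows detecting inhibitors and activators.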
TRPV1 ag: human TRPV1 agonism; Q8NER1; TRPV1-expressing cells, Fluo-8 calcium influx, agonist mode; activation, % at 8.33 µM; hit rate 0.19% among 320,000; AID 540275; in the data active = activation above about 80%; inconclusive = between about 30% and that limit; note: 0% is about no effect
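Fluo-8 calcium influx in TRPV1-expressing cells, kinetic read (ex 480/em 520 nm). Compound added and read 3 min for agonist activity, followed by capsaicin at EC20 final and 2 min further read for enhancement.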
USP2a inh: blocks human ubiquitin-specific protease USP2a. O75604. Potency, µM (titrated, usually from 38.3 µM), for inactives: top-dose activity change, negative = inhibition, most hits filed as inhibitors. hit rate 0.01% among 330,000. USP2 core, Ub-CHOP2 coupled fluorogenic reporter, 485/531;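 note: potency is the fitted concentration of half-maximal effect; plate controls were DMSO wells for no effect and full inhibition by NEM control for full effect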
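USP2 core (10nM final) preincubated 30min RT with compound in 20mM Tris-HCl pH 8.0, 2mM CaCl2, 2mM beta-mercaptoethanol, 0.05% CHAPS; 25nM Ub-CHOP2 plus 25nM reporter substrate added, fluorescence (Ex485/Em531) read after 60min.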
Giardia killer: Giardia lamblia killing; Giardia lamblia trophozoite viability; activity change, % at 7.66 µM, hits read low; hit rate 0.15% among 340,000; AID 540267; in the data active = activity change below about -80%; inconclusive = between about -30% and that limit;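 note: parasites exposed to compound for two days anaerobically before the ATP read; % is set by controls: 0 for no effect and ±100 for the full control effect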
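Giardia lamblia trophozoites (100 cells/well) were incubated with compounds for 48 h at 37 deg C under anaerobic conditions. Viability was read as ATP content by one-step luminescence after 15-30 min at room temperature.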
Menin-MLL TR inh: menin-MLL binding inhibition, Texas Red mutant peptide; AID 1768; hit rate 0.23% among 270,000; O00255; Potency, µM (doses to about 61.6 µM), inactives show at the highest dose FP activity change, negative = inhibition, hits mostly inhibitors; Menin + Texas Red MLL mutant peptide, fluorescence polarization; active = well fitted inhibition curve with a large enough effect in the polarisation, with a control signal flat, not every such curve was filed as active; inconclusive = small, poorly fitted or top-dose-only effect, or effect the other way, or a change in a side signal; inactive = no such curve, though single readings can be large or run the other way; the % refers to the polarisation; note: potency is the fitted concentration of half-maximal effect; % of control where 0% means no effect; many of its hits are not listed in these tables
GALK inh: blocks human galactokinase activity. hit rate 0.007% among 270,000. Potency, µM (series often up to 57.5 µM), without a hit: at the top dose activity change, negative = inhibition, most hits filed as inhibitors. Purified GALK, Kinase-Glo residual ATP luminescence. AID 1868; note: potency is the fitted concentration of half-maximal effect; % is set by controls: 0 for no effect and ±100 for the full control effect
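Kinase-Glo Plus luminescence measured ATP left after a 1 h room-temperature reaction. The reaction used 5 nM GALK, 100 uM galactose and 35 uM ATP at pH 8.0 (20 mM HEPES, 5 mM MgCl2, 60 mM NaCl, 1 mM DTT, 0.01% BSA).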
KCNH2 3.1 block: inhibitors of human KCNH2 3.1 potassium channel isoform; U2OS KCNH2 3.1, thallium flux FluxOr; hits give low values; activity change, % (tested at about 1.8 µM); hit rate 0.95% among 340,000; AID 720553;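 active = maximum activity change below -70%; inconclusive = maximum activity change from -70% to -50%; inactive = maximum activity change above -50%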;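 note: thallium influx rate constant from kinetic fluorescence after stimulation buffer; % is set by controls: 0 for no effect and ±100 for the full control effect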
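Virally transduced U2OS (3.1 isoform, 4 h infection in dark at RT) → overnight 37 C → FluxOr + Red40 in HBSS/HEPES, 45 min → stimulation buffer, 2 min kinetic read → rate constant vs DMSO controls.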
B2AR arrestin: agonists driving beta-arrestin recruitment to human beta2-adrenergic receptor | P07550 | beta-arrestin recruitment to beta2AR, cell-based reporter | Potency, µM (series often up to 46.1 µM), inactives show at the top dose activation, actives largely listed as activators | hit rate 0.02% among 330,000 | AID 492947;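 note: potency is the fitted concentration of half-maximal effect; 0% = DMSO controls and full agonism = EC100 isoproterenol or metaproterenol; nearly all actives have a fitted effect of over 65% in size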
CXXC DNA block: blocks binding of human MLL CXXC domain to DNA; Q03164; MLL-CXXC / FITC-HOXA9 DNA fluorescence polarization; Potency, µM (series often up to 115 µM), inactives show at the highest dose activity change, negative = inhibition, most hits filed as inhibitors; hit rate 0.037% among 290,000; AID 2662; active = well fitted inhibition curve with a large enough effect in the polarisation, with a control signal flat, not every such curve was filed as active; inconclusive = small, poorly fitted or top-dose-only effect, or effect the other way, or a change in a side signal; inactive = no such curve, though single readings can be large or run the other way; the % refers to the polarisation; note: potency is the fitted concentration of half-maximal effect
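Fluorescence polarization: 7 uM MLL-CXXC (stock) preincubated 5 min with compounds, then 50 nM fluorescein-HOX-A9 DNA (stock) added; 30 min ambient. Buffer 50 mM Tris-HCl pH 7.5, 50 mM NaCl, 1 mM DTT, 0.05% BSA.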
hERG WT inh: inhibitors of human wildtype KCNH2 potassium channel. activity change, % at 1.84 µM. Q12809. U2OS, BacMam KCNH2, thallium flux FluxOr; hits give low values. AID 720551. hit rate 0.37% among 340,000;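 active = maximum activity change below -70%; inconclusive = maximum activity change between -70% and -50%; inactive = maximum activity change above -50%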; note: % is set by controls: 0 for no effect and ±100 for the full control effect
Target sequence (Q12809 whole entry, looked up): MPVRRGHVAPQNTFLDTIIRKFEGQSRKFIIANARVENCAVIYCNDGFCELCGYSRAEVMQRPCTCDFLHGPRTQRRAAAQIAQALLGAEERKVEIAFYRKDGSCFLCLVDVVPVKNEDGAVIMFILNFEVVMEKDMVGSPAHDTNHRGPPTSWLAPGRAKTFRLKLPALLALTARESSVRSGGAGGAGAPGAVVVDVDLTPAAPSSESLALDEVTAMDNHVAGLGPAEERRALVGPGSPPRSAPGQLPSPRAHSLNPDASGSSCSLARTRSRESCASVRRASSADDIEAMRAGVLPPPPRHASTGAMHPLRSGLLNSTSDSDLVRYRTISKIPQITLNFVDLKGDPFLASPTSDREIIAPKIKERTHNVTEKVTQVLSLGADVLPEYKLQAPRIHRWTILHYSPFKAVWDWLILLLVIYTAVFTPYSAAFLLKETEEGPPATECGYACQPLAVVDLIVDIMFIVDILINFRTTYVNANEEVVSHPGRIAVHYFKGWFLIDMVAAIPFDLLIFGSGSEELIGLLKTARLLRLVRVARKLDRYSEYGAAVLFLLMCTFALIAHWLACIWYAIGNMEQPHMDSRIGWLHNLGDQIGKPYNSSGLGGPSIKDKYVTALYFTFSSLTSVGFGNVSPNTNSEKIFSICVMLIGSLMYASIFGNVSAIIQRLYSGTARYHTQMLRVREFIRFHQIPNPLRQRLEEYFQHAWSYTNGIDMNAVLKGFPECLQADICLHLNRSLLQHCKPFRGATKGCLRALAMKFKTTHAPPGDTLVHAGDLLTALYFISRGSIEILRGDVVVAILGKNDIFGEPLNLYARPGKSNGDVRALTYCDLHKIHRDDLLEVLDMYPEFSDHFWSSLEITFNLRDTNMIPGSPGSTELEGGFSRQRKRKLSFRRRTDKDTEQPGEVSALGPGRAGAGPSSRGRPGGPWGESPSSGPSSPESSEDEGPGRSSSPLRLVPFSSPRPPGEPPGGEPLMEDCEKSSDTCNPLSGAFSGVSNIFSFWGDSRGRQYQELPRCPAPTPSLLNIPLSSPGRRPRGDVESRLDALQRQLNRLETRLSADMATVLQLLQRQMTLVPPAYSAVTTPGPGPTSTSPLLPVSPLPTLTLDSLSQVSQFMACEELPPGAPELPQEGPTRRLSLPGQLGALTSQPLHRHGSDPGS
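U2OS cells transduced with wild-type KCNH2 virus are loaded with FluxOr dye for 45 min, and thallium flux is measured in kinetic reads before and after stimulation buffer. Rate constants are normalized to DMSO controls.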
* = called active by the depositor; ? = inconclusive; . = not tested or not shown; & = joins results of further samples; [ ] = remark or other dose. Unless noted, calls come from the whole dose curve; as a rule, active = well fitted curve in the direction sought with a large enough effect; inconclusive = small, poorly fitted or top-dose-only effect, or another doubt; inactive = no such curve, though single readings can be large; an effect the other way counts as inactive or inconclusive. Only part of the results is shown; rates above refer to the full screens.

SMILES	Coupling enz	PKM2 activator	TRPV1 ag	USP2a inh	Giardia killer	Menin-MLL TR inh	GALK inh	KCNH2 3.1 block	B2AR arrestin	CXXC DNA block	hERG WT inh
CC(C)(C)NC(=O)C(=O)NNC(=O)c1cccc(Br)c1	0	-10%	3	0%	-1	17%	3%	-14	-0.2%	19%	-10
COc1ccccc1-c1cc(-c2ccc(O)cc2)nc(N)c1C#N	-4	.	-2	1%	14	33%[activator]	3%	8	0.0%	9%	5
O=C(COc1ccc(Br)cc1)NCCCn1ccnc1	2	0%[0.46 µM]	2	-1%	-14	-3%	5%	-10	0.5%	-8%	-23
COc1ccc(C)cc1S(=O)(=O)Nc1ccc(F)c(Cl)c1	1	-8%	1	-14%	10	10%	-4%	5	0.3%	4%	-21
O=C(CC(CC(=O)c1ccc(Br)cc1)c1cccnc1)c1ccc(Br)cc1	0	-1%	3	10%	-6	.	0%	-25	-0.1%	-2%	20
Cn1c(=O)[nH]c(=O)c2c1nc(N1CCN(Cc3ccccc3)CC1)n2CCCc1ccccc1	1	-16%	2	-7%	6	0%	0%	?	-1.1%	-5%	2
O=S(=O)(c1cccc(-c2nnc(SCc3nc4ccccc4s3)o2)c1)N1CCOCC1	-5	-5%	0	-6%	-13	?	3%	12	-0.1%	2%	2
C=CC[C@H](CC(=O)NCCO)C(=O)NCCOC(=O)[C@@H](CC=C)Cc1ccc(F)cc1	.	.	.	3%	7	.	.	12	0.2%	.	-10
O=C(CN(CC1CCCO1)C(=O)CNS(=O)(=O)c1ccccc1)NCc1ccccc1 (stereo not given)	2	7%	.	2%	4	10%	1%	-1	-0.3%	5%	8
COc1cccc(-n2c(COc3ccc(C)cc3)nnc2SCC(=O)O)c1	11	-15%	-2	-2%	5	-2%	-3%	7	-0.3%	-1%	2
COc1ccc(Cl)cc1/C=C(\C#N)C(N)=O	-2	-3%	-9	1%	-2	1%	1%	16	0.1%	-6%	10
O=C(CNC(=O)[C@@H]1Cc2ccccc2CN1)NCc1ccco1	4	-2%	0	2%	-14	-16%	6%	0	-1.0%	-2%	-2
O=C(Nc1ccc2c(c1)OCCO2)c1cc(-c2ccccc2)nc2ccccc12	-1	0%	24	6%	-16	-15%	-1%	0	0.1%	2%	-2
O=c1[nH]nc(-c2ccccc2)c2ccccc12	0	-1%	16	2%	15	.	1%	-113*	-0.5%	-6%	-11
Nc1nc(SCC(=O)N2CCCc3ccccc32)n(-c2ccccc2)n1	1	2%	-1	-2%	6	-2%	2%	5	0.0%	-12%	-6

Pulled by structure from above (2):
SMILES	Coupling enz	PKM2 activator	TRPV1 ag	USP2a inh	Giardia killer	Menin-MLL TR inh	GALK inh	KCNH2 3.1 block	B2AR arrestin	CXXC DNA block	hERG WT inh
COc1ccc(Cl)cc1/C=C(\C#N)C(N)=O	-2	-3%	-9	1%	-2	1%	1%	16	0.1%	-6%	10
O=C(COc1ccc(Br)cc1)NCCCn1ccnc1	2	0%[0.46 µM]	2	-1%	-14	-3%	5%	-10	0.5%	-8%	-23

Next results:
SMILES	Coupling enz	PKM2 activator	TRPV1 ag	USP2a inh	Giardia killer	Menin-MLL TR inh	GALK inh	KCNH2 3.1 block	B2AR arrestin	CXXC DNA block	hERG WT inh
CCOC(=O)C1=C(C)NC(C)=C(C(=O)OCC)C1C(=O)OCC(=O)N1CCC(C)CC1	-2	0%	2	1%&4%	13&-11	-11%	-3%	6&21	4.5%&0.5%	-5%	-7&-5
O=C(Nc1nnc(-c2ccc(F)cc2)s1)c1c(F)cccc1Cl	1	-16%	0	0%	-8	-1%	.	-4	0.2%	.	-2
COc1ccc(C2=NCCn3nc4cc(C(F)(F)F)ccc4c32)cc1	.	.	30	-7%	-19	.	.	0	0.0%	.	0
O=C(O)c1cccc(C(=O)Nc2cccc(NC(=O)C3CCCO3)c2)c1 (stereo not given)	3	2%	-6	3%	25	-6%	0%	-1	0.0%	1%	18
Cn1cnc(NCc2ccccc2)c1[N+](=O)[O-]	4	-3%	2	-1%	?	.	2%	1	-1.0%	-8%	-2
COC(=O)c1nnn(-c2ccc(F)c(Cl)c2)c1C(=O)OC	6	-1%	0	0%	3	3%	-1%	-70*	-1.0%	3%	5
Nc1ncnc(NC2CCS(=O)(=O)C2)c1[N+](=O)[O-] (stereo not given)	0	1%	1	0%	9	.	-2%	2	-0.3%	6%	23
COCCNCCOc1ccccc1-c1ccccc1	-5	1%	-3	-9%	1	-22%	0%	-3	-1.5%	-13%	8
CN1C(=O)CSC1=Nc1cccc(Cl)c1	0	-2%	2	3%	-25	-9%	-2%	-5	0.0%	6%	-6
O=C(Nc1ccc2c(c1)CN(Cc1ccco1)CC2)C1CCCO1 (stereo not given)	-3	4%	-4	3%	-5	-5%	-7%	-2	-0.5%	2%	2
Cc1cc(C(=O)COc2ccc3ccc(=O)oc3c2)c(C)n1C	3	.	12	-1%	-2	1%	10%	11	-0.1%	4%	-6
CC(Sc1ncc(C(F)(F)F)cc1Cl)C(=O)NCC1CCCO1 (stereo not given)	1	1%	25	3%	-5	1%	0%	-18	0.0%	7%	-9
CC(NC(=O)CC1Sc2ccccc2NC1=O)c1ccccc1 (stereo not given)	3	-3%	2	1%	-9	?	-1%	9	0.2%	22%	2
NC(=O)/C(=N\O)c1ccccc1	3	0%	.	4%	-3	.	-3%	10	-0.7%	5%	4
O=C(CNc1ccc2ccccc2c1)N/N=C/c1ccc(OC(=O)/C=C/c2ccco2)cc1	0	5%	-3	0%	-5	?	3%	0	-2.0%	1%	-2
Cc1onc(-c2ccccc2Cl)c1C(=O)N1C=CC(C(F)(F)F)=NCC1	0	0%	2	4%	?	6%	0%	.	-0.5%	7%	-13
Cc1ccccc1OCC(=O)NCCNC(=O)c1ccccn1	1	.	-2	0%	-2	-5%	2%	6	-0.1%	1%	9
Cc1nc2ccc(S(=O)(=O)NCC(=O)NCc3ccc(Cl)cc3)cc2s1	.	.	-1	0%	-16	.	2%	0	-0.3%	14%	0
O=C(c1ccco1)N1CCN(c2ncnc3c2cnn3-c2ccccc2)CC1	3	1%	8	4%	17	-10%	-3%	1	-0.2%	-4%	6
COc1ccc(NC(=S)Nc2ccccn2)cc1	3	-3%	1	5%	7	.	-3%	8	?	33%[activator]	-12
COC(=O)CN(c1ccccc1)S(=O)(=O)c1ccccc1	4	-12%	.	2%	-2	1%[11.7 µM]	0%	-2	0.0%	-12%	-19
CCN1C(=NCCc2ccc([N+](=O)[O-])cc2)N[C@@H](c2ccccc2)[C@H](C(=O)OC)[C@H]1C	0	18%	3	5%&0%	-7	-7%	.	-93*	-0.3%&0.5%	8%	-19
O=C1OCC/C1=C\OCCCO/C=C1\CCOC1=O	2	0%	-1	-1%	13	-21%	.	-2	-0.6%	3%	0
Cc1cc(C)n(-c2ncccc2[N+](=O)[O-])n1	1	-5%	.	-1%	13	.	4%	-3	-0.8%	2%	3

Six entries already listed, sorted by heavy-atom count, descending:
SMILES	Coupling enz	PKM2 activator	TRPV1 ag	USP2a inh	Giardia killer	Menin-MLL TR inh	GALK inh	KCNH2 3.1 block	B2AR arrestin	CXXC DNA block	hERG WT inh
CCN1C(=NCCc2ccc([N+](=O)[O-])cc2)N[C@@H](c2ccccc2)[C@H](C(=O)OC)[C@H]1C	0	18%	3	5%&0%	-7	-7%	.	-93*	-0.3%&0.5%	8%	-19
O=C(c1ccco1)N1CCN(c2ncnc3c2cnn3-c2ccccc2)CC1	3	1%	8	4%	17	-10%	-3%	1	-0.2%	-4%	6
Cc1ccccc1OCC(=O)NCCNC(=O)c1ccccn1	1	.	-2	0%	-2	-5%	2%	6	-0.1%	1%	9
COC(=O)CN(c1ccccc1)S(=O)(=O)c1ccccc1	4	-12%	.	2%	-2	1%[11.7 µM]	0%	-2	0.0%	-12%	-19
O=C1OCC/C1=C\OCCCO/C=C1\CCOC1=O	2	0%	-1	-1%	13	-21%	.	-2	-0.6%	3%	0
COc1ccc(NC(=S)Nc2ccccn2)cc1	3	-3%	1	5%	7	.	-3%	8	?	33%[activator]	-12
